Screening results (PubChem)
bIAP act: intestinal alkaline phosphatase (bovine) activation; hit rate 0.17% among 200,000; activation factor at 20 µM; purified bovine IAP, CDP-star luminescence, 30 min; stronger effect = higher value; fold of DMSO-control signal, blank-subtracted; AID 1016;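 active = activation factor of 2 or more at 20 µM, a signal rise over negative controls twice the positive control's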
PPARg SRC1 recr: PPARgamma-driven SRC-1 recruitment agonism; P37231; PPARgamma-SRC-1 coactivator recruitment biochemical assay; activation, % at 8 µM; hit rate 0.41% among 200,000; AID 631; in the data active = activation above about 19%;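 also: 0% = DMSO and 100% = reference agonist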
S1P3 antagonist: blocks the human S1P3 receptor | Q99500 | CHO S1P3 NFAT-BLA reporter, FRET fluorescence, antagonist mode | inhibition, % at 4.98 µM | hit rate 0.27% among 170,000;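 active = inhibition above the plate cutoff, the mean inhibition of test wells on that plate plus 3 SD, cut at about 28% in these data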;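 also: cells challenged with S1P at its EC80 of 0.8 µM; blue over green emission ratio from cleaved BLA substrate after 4 h stimulation; 0% = S1P-stimulated wells and 100% = unstimulated DMSO-only wells; some compounds past the cut are filed as inactive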
PPARg SRC3 recr: promotes SRC-3 coactivator recruitment by human PPARgamma; P37231; biochemical PPARgamma/SRC-3 coactivator recruitment assay; activation, % at 8 µM; hit rate 0.26% among 200,000; in the data active = activation above about 23%;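 also: 0% = DMSO and 100% = reference agonist; some compounds past the cut are filed as inactive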
TR-FRET SRC-2 ct: TR-FRET artefact, counter-screen to PPARgamma/SRC-2 agonist assay; stronger effect = higher value; TR-FRET ratio at 8 µM; hit rate 0.4% among 200,000; in the data active = TR-FRET ratio above about 2000; also: inactives centre near 1500; reference of the scale not given here
Redox H2O2 prof: compounds producing H2O2 with reducing agent – biochemical, NIH compound library profiling, artefact control for MLSCN library redox annotation, primary screen; DTT-dependent redox cycling H2O2, phenol red/HRP absorbance; 100% = 100 µM peroxide control, 0% = buffer; hit rate 0.03% among 200,000; activation, % at 10 µM; AID 878;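 active = activation of at least 50% relative to the plate's high and low controls in the primary single-dose screen; inactive = activation below 50%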;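 also: compound incubated with DTT at 0.8 mM final as the reducing agent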
ROMK mod: human ROMK K+ channel modulation, primary screen; P48048; B-score at 10 µM; Tet-inducible ROMK, thallium flux fluorescence; actives lie on both sides; hit rate 2% among 130,000;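 active = signal ratio slope over the read window, or its plate-corrected B-score, at least 3 SD from the plate mean, either direction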;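 also: B-score of the F/F0 ratio slope over 7 to 12 s after thallium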
TLR4 MyD88 comp: TLR4-MyD88 interaction inhibition in cells; O00206+Q99836; HeLa CL3-4 TLR4/MyD88 BLA complementation, FRET ratio; inhibition, % at 8.4 µM; hit rate 0.18% among 200,000; AID 861; in the data active = inhibition above about 25%;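 also: 0% = vehicle and 100% = reference inhibitor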
Lmaj promast: Leishmania major promastigote growth inhibition | Leishmania major promastigotes, resazurin fluorescence viability | inhibition, % at 10 µM | hit rate 9% among 200,000; in the data active = inhibition above about 50%;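 also: promastigotes grown with compound for 44 hours at 28 °C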
PPARg SRC-2 ag: PPARgamma-driven SRC-2 recruitment agonism | PPARgamma LBD-SRC-2 recruitment, biochemical | activation, % at 8 µM | hit rate 0.34% among 200,000 | AID 1032; in the data active = activation above about 22%;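 also: 0% = vehicle and 100% = reference agonist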
bIAP inh: blocks bovine intestinal alkaline phosphatase activity; purified bovine IAP, CDP-star luminescence, 30 min; inhibition, % at 20 µM; 190,000 tested, under 10 active;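 active = over 50% inhibition of intestinal alkaline phosphatase at 20 µM in the single-dose screen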
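Assay system – bovine IAP enzyme · Quantity – bovine IAP at 1/65,000,000 final dilution · Detection – CDP-star luminescence signal · Times – 30 min reaction at room temperature · Also added – CDP-star substrate at 30 µM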
* hit, by the source's call; · = no result given.

molecule	PPARg SRC-2 ag	PPARg SRC1 recr	S1P3 antagonist	TR-FRET SRC-2 ct	Redox H2O2 prof	PPARg SRC3 recr	TLR4 MyD88 comp	bIAP act	Lmaj promast	bIAP inh	ROMK mod
Cc1ccc2[nH]c(=O)c(CN(CCCO)S(=O)(=O)c3cccc4nsnc34)cc2c1	4	2	-28	1617	2.1	8	0	0.7	-2	31	·
O=c1c2c(nc3nc(NCc4cccc5ccccc45)[nH]n13)CCC2	3	-3	-8	1455	-0.1	-4	5	1	-3	-1	-0.63
O=C(CSc1nc2ccccc2c(=O)n1-c1ccc(F)cc1)Nc1cc(S(=O)(=O)N2CCOCC2)ccc1Cl	4	-1	3	2011*	0.1	4	5	0.9	42	7	-1.2
O=C1NC(=S)N/C1=C/C=C/c1ccccc1	6	4	-20	1636	0.1	0	10	1	24	3	-0.39
O=C(NCCN1CCOCC1)Nc1ccc(Cl)cc1	1	-3	-31	1624	0.1	-2	-32	1	-1	4	·
CCOC(=O)C1CCC(CNCc2ccc(Cl)cc2)CC1 (stereo not drawn)	-6	-6	-2	1606	-0.4	-1	5	0.8	92*	24	-0.27
CC(C)(C)NC(=O)CN(C(=O)C(=O)Nc1ccc2c(c1)OCCO2)C(C)(C)C	1	3	-20	1523	-1.7	-1	3	1	0	5	0.67
C=CCN(Cc1cn(C)nc1-c1cccc(Cl)c1)C1CCS(=O)(=O)C1 (stereo not drawn)	16	-2	-11	1634	-0.7	3	-6	1	-4	2	0.027
O=C(COC(=O)CC(c1ccccc1)c1ccccc1)NCc1ccc(Cl)cc1	-1	-3	-1	1565	-0.1	-3	-2	0.9	69*	6	·
C=CCSc1nnnn1-c1ccc(OC)cc1	14	-3	·	1468	0.1	8	1	0.8	-3	18	-0.087
C=CCn1c(Cc2cccs2)nnc1SCC(=O)c1ccc(F)cc1	6	21*	-4	1726	-1.8	3	3	0.9	0	7	·
COCC(C)NC(=O)c1cc(OC)cc(OC)c1 (stereo not drawn)	-1	-3	-4	1205	-0.6	-2	5	0.9	-3	6	1.8
C=C(C)CN1CCN(c2ccc(N3C(=O)CCCC3=O)cc2[N+](=O)[O-])CC1	-4	-1	-13	1428	-1.0	-2	-3	1.1	-9	-13	·
CC(C)c1ccccc1NC(=S)NC1CCN(Cc2ccccc2)CC1	2	5	16	1629	0.6	4	0	0.9	74*	13	·
N#Cc1c(N)n(C2CCCCC2)c2nc3ccccc3nc12	6	2	-11	1871	0.3	5	-27	1.1	-3	-12	·
Cc1ccnc(N2CCN(C(=O)CSc3nc4ccccc4nc3N3CCCCC3)CC2)c1	4	7	13	1574	-0.3	9	11	1	3	-1	·
Cc1ccsc1C(=O)OCC(=O)Nc1cccc(S(=O)(=O)NC2=NCCCCC2)c1	-10	-2	6	1446	0.0	-3	-20	1	5	-4	-0.4
COC(=O)C1CCN(C(=O)Nc2ccc(OC)cc2)CC1	3	3	·	1591	-0.6	6	2	1	-5	1	·
Cc1ccc(S(=O)(=O)N2CCCN(S(=O)(=O)C3CCS(=O)(=O)C3)CC2)cc1 (stereo not drawn)	10	-2	4	1475	2.9	-3	-6	1	5	1	·
Cc1cc(C(=O)NCc2ccco2)cs1	0	3	10	1523	-1.4	0	-6	0.8	-7	17	-0.0016
O=C(/C=C/Nc1ccccc1Oc1ccccc1)c1ccco1	1	6	0	1543	-0.2	3	3	1	77*	-2	-0.87
Cc1ccc2nc(SCC(=O)Nc3c(C)n(C)n(-c4ccccc4)c3=O)[nH]c2c1	3	3	9	1433	-0.2	-11	9	1.1	5	-12	-0.58
CCN(CC)CCSc1nc(O)c(-c2ccccc2)c(=O)[nH]1	8	9	-11	1674	-2.5	7	18	1	-8	4	·
COc1cc2c(cc1OC)C(COc1ccccc1OC)N(C(=O)c1ccco1)CC2 (stereo not drawn)	4	1	-7	1762	-0.5	1	-7	1	7	-4	0.42
COCCCn1cnc2c(c1=O)c1nc3ccccc3nc1n2-c1ccc(C)cc1	1	4	-24	1557	0.1	2	1	1	-5	2	0.73
COc1ccc(C(=O)Nc2ccnc(-c3cccnc3)n2)cc1	10	9	-8	1562	-1.1	2	-9	1	0	2	4.4*
COc1ccc(CCC(=O)NNC(=S)Nc2cccc(C(C)=O)c2)cc1	4	10	-23	1567	-0.7	-3	5	1.3	-2	-28	·
Cc1cc(C)cc(OCC(=O)OCCN2C(=O)c3ccccc3C2=O)c1	13	-4	·	1432	-0.1	0	-2	1	-7	4	0.89
Cc1cccc(C)c1NC1=NC2(CCCCC2)N=C(N)N1	-1	2	11	1698	-0.1	-2	-6	1.2	-3	-20	0.027
Cc1ccc(S(=O)(=O)N2CCOCC2)cc1NC(=O)COC(=O)c1cccnc1Cl	2	2	-13	1519	-2.1	0	-9	1.1	-7	-10	0.082
CCN(CC)CCn1c2ccccc2c2cnc(N)c(C#N)c21	5	11	·	1693	-0.1	5	-3	1	100*	0	·
C/C(=N\OCC(=O)N/N=C/c1ccccc1)c1cccs1	8	2	·	1403	0.1	4	-5	0.9	-1	13	0.041
COc1ccc(C(=O)NCC(=O)OCC(=O)c2ccc3c(c2)NC(=O)CO3)cc1	8	-3	5	1481	-1.9	1	0	1.1	-5	-14	0.4
CCOC(=O)c1[nH]cnc1C(=O)Nc1cccc(Cl)c1	-6	-1	-11	1299	-3.1	-6	0	0.9	10	11	0.8
COC(=O)Cc1cc(=O)n(-c2ccccc2)[nH]1	8	5	1	1436	13	3	7	1	-7	2	·
CCOc1ccc(C)cc1S(=O)(=O)n1ccnc1	0	3	-23	1396	0.7	-3	-4	1.1	5	-5	0.057
Cc1cc(C)c2nc(-c3ccccn3)cc(C(=O)Nc3ccc(S(=O)(=O)Nc4cc(C)on4)cc3)c2c1	0	-8	·	1295	3.1	-5	5	1	-1	-4	·
O=C(NCCSc1c(-c2ccccc2)[nH]c2ccccc12)c1cc2ccccc2oc1=O	-5	6	-29	1455	0.6	1	0	0.5	35	45	-0.59
O=C(Nc1c(Cl)cc(Cl)cc1-c1nc2ccccc2s1)c1ccc(Br)o1	8	1	·	1791	0.1	11	-23	0.8	17	19	-1.6
Cc1ccc(N2CCN(C(=O)c3ccccc3NC(=O)C3CC=CCC3C(=O)O)CC2)cc1 (stereo not drawn)	6	3	·	1555	-0.4	-6	-2	1	-8	4	0.55
COc1cccc(C2SCC(=O)N2c2ccc(C)cc2)c1OC (stereo not drawn)	0	-4	2	1633	-0.1	-2	-8	1	0	4	-0.1
COc1ccc(-c2cc(-c3ccc(OC)c(OC)c3)n[nH]2)c(O)c1	6	2	·	1387	-0.1	14	-13	1.7	99*	-68	0.058
O=C(NCCC1=CCCCC1)C1CCN(S(=O)(=O)N2CCOCC2)CC1	3	3	-7	1625	-0.4	4	-8	1	-2	-1	0.77
COc1ccc(C(=O)N/N=C/c2ccc(OC(=O)c3ccccc3)cc2)cc1	-1	0	9	1443	-0.2	-1	6	0.9	39	8	·
COc1ccc(/C=C2\CCCC3C2=NC(=S)NC3c2ccc(OC)cc2)cc1 (stereo not drawn)	-1	1	-11	1472	0.3	1	5	1.1	29	-15	-0.37
CCOC(=O)Cc1csc(NC(=O)c2cc(=O)c3ccccc3o2)n1	-5	7	-16	1613	4.1	-1	-15	0.9	1	8	1.2
Cc1c(C=O)c2ccccc2n1CC(=O)NCc1ccccc1	-8	-6	-21	1507	0.3	-2	0	1	4	-2	-0.64
Cc1cccc2sc(NC(=O)c3cccc(S(=O)(=O)N4CCc5ccccc54)c3)nc12	5	4	6	1551	0.3	5	4	0.8	96*	22	0.21
C/C(CC(=O)Nc1ccc2c(c1)OCO2)=N\NC(=O)OC(C)(C)C	-13	7	-13	1481	0.0	3	-12	0.8	6	15	-0.45
C=CCn1c(SCc2nc3ccccc3[nH]2)nnc1-c1cccc(OC)c1	6	4	·	1387	1.5	12	8	1.2	28	-24	·
O=C(N/N=C/c1ccncc1)c1cccc([N+](=O)[O-])c1	2	1	-6	1623	0.1	0	-2	0.9	-2	13	·
Cc1ccc(CNS(=O)(=O)c2ccc(C(C)(C)C)cc2)n1C	2	4	24	1578	-3.4	4	2	0.9	0	10	-0.0058
CC(C)(C)OC(=O)NNC(=S)NCc1ccc(Cl)cc1	-2	5	·	1685	-3.7	6	-13	1.1	2	-9	·
Cc1[nH]c(=O)[nH]c(=O)c1S(=O)(=O)N1CCCC(C(=O)NCc2ccc3c(c2)OCO3)C1 (stereo not drawn)	1	9	-15	1818	-3.3	2	-1	1	-13	2	0.0056
Cn1c(=O)[nH]c(=O)c2c1nc(Br)n2Cc1ccccc1Cl	-2	5	-34	1587	0.3	5	9	0.9	11	6	·

Entries of single compounds, looked up by structure. Screens in order: PPARg SRC-2 ag, PPARg SRC1 recr, S1P3 antagonist, TR-FRET SRC-2 ct, Redox H2O2 prof, PPARg SRC3 recr, TLR4 MyD88 comp, bIAP act, Lmaj promast, bIAP inh, ROMK mod
Cc1ccc(N2CCN(C(=O)c3ccccc3NC(=O)C3CC=CCC3C(=O)O)CC2)cc1 (stereo not drawn) as listed: 6, 3, ·, 1555, -0.4, -6, -2, 1, -8, 4, 0.55
CCOC(=O)C1CCC(CNCc2ccc(Cl)cc2)CC1 (stereo not drawn) as listed: -6, -6, -2, 1606, -0.4, -1, 5, 0.8, 92*, 24, -0.27
